Eya2 phos inh = inhibitors of human Eya2 phosphatase activity; Potency, µM (series often up to 76.9 µM), inactives show at the top dose activity, negative = inhibition, actives largely listed as inhibitors; recombinant Eya2, OMFP fluorescence dephosphorylation (OMFP is methylfluorescein phosphate); 0.006% of 330,000 active; O00167; AID 488837; note: potency is the fitted concentration of half-maximal effect
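Eya2 (0.2 uM) preincubated 10 min at ambient with compound, then OMFP substrate added at 50 uM; 10 min reaction in 50 mM HEPES pH 7.5, 50 mM NaCl, 5 uM MgCl2, 0.05% BSA, 1 mM DTT. Fluorescence read at Ex 485/Em 525 nm.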
B2AR arrestin = agonists driving beta-arrestin recruitment to human beta2-adrenergic receptor. P07550. beta-arrestin recruitment to beta2AR, cell-based reporter. Potency, µM (highest dose often 46.1 µM), without a hit: at the highest dose activation, usual class: activators. 0.02% of 330,000 active. AID 492947;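 note: potency is the fitted concentration of half-maximal effect; 0% = DMSO controls and full agonism = EC100 isoproterenol or metaproterenol; nearly all actives have a fitted effect of over 65% in size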
uPA surface inh = blocks generation of uPA at the cell surface. cell surface uPA generation assay, qHTS. AID 540303. Potency, µM (doses to about 38.3 µM), without a hit: at the top dose activity change, negative = inhibition, hits mostly inhibitors. 0.31% of 330,000 active; active = well fitted inhibition curve with a large enough effect; inconclusive = small, poorly fitted or top-dose-only effect; inactive = no such curve, though single readings can be large or run the other way; tested in mouse RAW 264.7 cells; note: potency is the fitted concentration of half-maximal effect; nearly all actives have a fitted effect of over 55% in size
Chronic BCR inh = chronic active BCR signaling inhibition; Potency, µM (top dose mostly 46.1 µM), for inactives: at the top dose ratio change, negative = lower green/red ratio, hits mostly inhibitors; ABC-DLBCL IkBa-CBG/CBR reporter, luminescence ratio, 4 h; 0.05% of 340,000 active; AID 493014; active = well fitted inhibition curve with a large enough effect in the signal ratio, with a control signal flat, not every such curve was filed as active; inconclusive = small, poorly fitted or top-dose-only effect, or effect the other way, or a change in a side signal; the % refers to the signal ratio;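 note: potency is the fitted concentration of half-maximal effect; plate controls were basal doxycycline-induced cells for no effect and cells given 10 µM MG132 for full effect; MG132 reads +100%, hits lower the ratio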
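Cell line TMD8 (human ABC DLBCL), stably expressing tet-inducible CBG68-IkBa fusion and CBR; IMDM/0.5% FBS; cpd up to 46 uM; dox induction, 4 h, 37C/5% CO2; dual luminescence; green/red ratio; MG132 control.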
PKM2 act = PKM2 (human) enzyme activation; purified PKM2, Kinase-Glo ATP luminescence, activation; response scale: 0% is enzyme alone, no compound; Potency, µM (top dose mostly 57.5 µM), without a hit: at the top dose activation, most hits filed as activators; 0.34% of 260,000 active; AID 1631; note: potency is the fitted concentration of half-maximal effect; nearly all actives have a fitted effect of over 55% in size
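hPK-M2, >95% pure; 0.1 mM ADP / 0.5 mM PEP final; imidazole pH7.2 buffer w/ 7 mM MgCl2, 50 mM KCl; 1 h RT; Kinase-Glo lum. Intermediate enzyme activity for dual inhibitor/activator qHTS.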
Giardia kill = Giardia lamblia killing; Giardia lamblia trophozoite viability; activity change, % at 7.66 µM, hits read low; 0.15% of 340,000 active; AID 540267; in the data active = activity change below about -80%; inconclusive = between about -30% and that limit;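 note: parasites exposed to compound for two days anaerobically before the ATP read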
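Each well holds 100 Giardia trophozoites and compound. After two days (48 hrs) at 37 deg C in anaerobic conditions, ATP is quantified by luminescence.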
KCNH2 3.1 inh = inhibitors of human KCNH2 3.1 potassium channel isoform. U2OS KCNH2 3.1, thallium flux FluxOr; active compounds read low. activity change, % (tested at about 1.8 µM). 0.95% of 340,000 active. AID 720553;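 active = maximum activity change below -70%; inconclusive = maximum activity change from -70% to -50%; inactive = maximum activity change above -50%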;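 note: thallium influx rate constant from kinetic fluorescence after stimulation buffer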
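Kinetic fluorescence (2 min after stimulation buffer) measures Tl+ influx through KCNH2 3.1 expressed by viral transduction in U2OS cells; the rate constant is normalized against DMSO controls serving as positive and negative references.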
GALK inhibitor = inhibitors of human galactokinase. 0.007% of 270,000 active. Purified GALK, Kinase-Glo residual ATP luminescence. Potency, µM (highest dose often 57.5 µM), for the others: top-dose activity change, negative = inhibition, most hits filed as inhibitors. AID 1868. P51570; note: potency is the fitted concentration of half-maximal effect
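GALK at 5 nM final was combined with compound, 35 uM ATP and 100 uM galactose in HEPES pH8.0 with MgCl2 and DTT. The reaction ran one hour at room temperature before luminescent ATP detection.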
hERG WT inh = KCNH2 (human, wildtype) channel inhibition; Q12809; U2OS, BacMam KCNH2, thallium flux FluxOr; active compounds read low; activity change, % at 1.84 µM; 0.37% of 340,000 active; AID 720551;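 active = maximum activity change below -70%; inconclusive = maximum activity change between -70% and -50%; inactive = maximum activity change above -50%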
Target sequence (Q12809 whole entry, looked up): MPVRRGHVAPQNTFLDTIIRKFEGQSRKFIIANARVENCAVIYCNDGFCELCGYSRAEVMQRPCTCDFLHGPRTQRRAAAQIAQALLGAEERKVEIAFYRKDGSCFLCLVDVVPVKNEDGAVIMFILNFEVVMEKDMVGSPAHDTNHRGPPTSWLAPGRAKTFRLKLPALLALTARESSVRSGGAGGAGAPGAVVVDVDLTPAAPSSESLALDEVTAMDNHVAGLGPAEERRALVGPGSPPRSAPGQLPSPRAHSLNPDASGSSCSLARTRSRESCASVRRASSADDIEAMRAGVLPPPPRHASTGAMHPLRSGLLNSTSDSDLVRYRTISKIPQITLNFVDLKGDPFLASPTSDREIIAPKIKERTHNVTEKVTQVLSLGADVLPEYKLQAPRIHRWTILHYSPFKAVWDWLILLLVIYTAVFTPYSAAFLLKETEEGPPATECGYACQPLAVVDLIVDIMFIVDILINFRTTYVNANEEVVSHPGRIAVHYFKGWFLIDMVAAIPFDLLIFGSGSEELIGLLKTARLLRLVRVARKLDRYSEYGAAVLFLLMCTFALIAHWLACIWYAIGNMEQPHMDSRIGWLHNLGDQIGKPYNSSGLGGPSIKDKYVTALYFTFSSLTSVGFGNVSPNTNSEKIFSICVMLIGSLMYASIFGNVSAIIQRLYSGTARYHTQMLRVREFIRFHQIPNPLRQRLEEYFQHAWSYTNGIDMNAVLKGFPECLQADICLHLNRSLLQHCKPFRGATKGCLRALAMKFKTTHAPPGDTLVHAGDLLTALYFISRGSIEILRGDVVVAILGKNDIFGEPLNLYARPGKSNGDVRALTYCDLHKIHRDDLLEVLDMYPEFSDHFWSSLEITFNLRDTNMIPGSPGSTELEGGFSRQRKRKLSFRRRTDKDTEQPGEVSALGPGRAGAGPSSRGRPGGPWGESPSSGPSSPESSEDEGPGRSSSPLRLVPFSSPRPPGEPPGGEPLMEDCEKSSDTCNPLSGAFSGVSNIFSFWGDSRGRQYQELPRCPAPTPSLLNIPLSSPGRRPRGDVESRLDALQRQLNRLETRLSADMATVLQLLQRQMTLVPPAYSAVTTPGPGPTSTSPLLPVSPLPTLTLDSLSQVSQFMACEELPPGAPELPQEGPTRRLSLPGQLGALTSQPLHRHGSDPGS
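U2OS cells transduced with wild-type KCNH2 virus are loaded with FluxOr dye for 45 min, and thallium flux is measured in kinetic reads before and after stimulation buffer. Rate constants are normalized to DMSO controls.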
USP2a block = USP2a (human) protease inhibition. O75604. USP2 core, Ub-CHOP2 coupled fluorogenic reporter, 485/531. Potency, µM (titrated, usually from 38.3 µM), without a hit: top-dose activity change, negative = inhibition, most hits filed as inhibitors. 0.01% of 330,000 active;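 note: potency is the fitted concentration of half-maximal effect; plate controls were DMSO wells for no effect and full inhibition by NEM control for full effect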
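Deubiquitinase activity read as fluorescence (485/531 nm) after Ub-CHOP2 cleavage activates the enterokinase reporter on its substrate; USP2 core 10nM, Ub-CHOP2 and substrate 25nM each, 30min compound preincubation then 60min RT; data normalized to NEM, curves fitted.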
Coupling enz = inhibits coupling enzyme system, counter-screen for aldolase hits | coupling enzyme system counterscreen, AmpLite Red fluorescence | activity change, negative = inhibition, % at 58.2 µM, hits read low | 0.67% of 290,000 active; in the data active = activity change below about -30%
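Coupling enzymes only (glyceraldehyde-3-phosphate) + compound, at 57.5 uM final, 10 min RT; add substrate/coupling/AmpLite Red mix, 20 min RT; fluorescence ex 525/em 598 nm. Actives flag coupling-system interference.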
An asterisk follows results filed as active; ? = inconclusive; . = no result given; & = joins results of further samples; [ ] = another dose, or the depositor's remark. Unless noted, calls come from the whole dose curve; as a rule, active = well fitted curve in the direction sought with a large enough effect; inconclusive = small, poorly fitted or top-dose-only effect, or another doubt; inactive = no such curve, though single readings can be large; an effect the other way counts as inactive or inconclusive. Unless noted, % is set by controls: 0 for no effect and ±100 for the full control effect. This is a random part of the collection, and some 2.4% of all compounds hit somewhere here.

SMILES	Eya2 phos inh	B2AR arrestin	uPA surface inh	Chronic BCR inh	PKM2 act	Giardia kill	KCNH2 3.1 inh	GALK inhibitor	hERG WT inh	USP2a block	Coupling enz
Cc1c(C(=O)N/N=C/c2cccs2)nc2ccccn12	1%	0.1%	2%	?	-10%	4	16	0%	-1	3%	4
Nc1cccc2c1nnn2C1OC(CO)C(O)C(O)C1O (stereo unspecified)	14%	-1.1%	.	2%	2%	.	.	0%	.	1%	-2
CCC(C)NS(=O)(=O)c1ccc(NC(=O)c2cccs2)cc1 (stereo unspecified)	-2%	-0.5%	4%	-1%	5%	-12	-9	10%	3	1%	2
Cc1cc(C(=O)Nc2sc(C)c(-c3ccc(F)cc3)c2C(N)=O)no1	-3%	-0.7%	1%	2%	-19%	-6	-8	5%	15	0%	-5
O=Cc1cc(N=Nc2ccccc2Cl)ccc1O	7%	-0.1%	8.9µM*	?	1%	2	-20	11%	10	-3%	9
Cc1c(NC(=O)C2CCCN2S(=O)(=O)c2ccc(Cl)cc2)c(=O)n(-c2ccccc2)n1C (stereo unspecified)	-18%[15.4 µM]	-0.4%	4%	-1%	-16%	2	9	1%	3	?	3
CCN(CC)C(=O)c1sc2nc(-c3ccccc3)ccc2c1N	-1%	-0.4%	-3%	4%	7%	-5	-12	1%	-6	-6%	0
CCOC(=O)c1c(NC(=O)C2CCCCC2)sc2c1CCN(CC)C2	-5%	7.3%	-7%	18%	-4%	-13	21	.	-4	-8%	1
COC(=O)c1cccc(COC(=O)CNC(=O)c2ccco2)c1	-6%	-0.5%	1%	?	-2%	4	22	2%	1	1%	4
Cc1ccc(NC(=O)Cn2cc(C(F)(F)F)cc(Cl)c2=O)cc1Cl	-6%	3.8%	1%	2%	-2%	?	16	0%	-3	3%	-2
COc1cnc(-c2ccccc2)nc1Oc1cccc(C)c1	3%	-0.1%	-9%	2%	2%	-21	-21	1%	-4	0%	0
Cc1ccc(SCC(=O)OCC(=O)NC2CCCCCCC2)cc1	-9%	-0.1%	11%	-11%	.	-3	1	.	-25	-1%	.
COc1cccc(C(=O)NCCN2CCN(c3ccc(Cl)cc3)CC2)c1	6%&-12%	-0.2%	7%	0%	.	32[activator]	-36	.	17	1%	.
CC(=O)Nc1ccc(NC(=O)c2cc(-c3ccc(C)cc3O)n[nH]2)cc1	5%	-1.0%	3%	?	.	15	2	-1%	-6	-10%	0
CCc1c(C(=O)NC2CCCCC2)[nH]c(C)c1C(C)=O	-24%	-0.4%	-2%	?	-9%	9	-2	2%	4	0%	-9
CSc1nc(N)n2nc(-c3ccccc3)cc2n1	1%	-0.1%	-11%	?	-18%	-18	12	.	0	-5%	0
CN(C1CCCCC1)S(=O)(=O)c1ccc2[nH]c(=O)oc2c1	12%	-1.1%	1%	?	2%	19	-30	-2%	3	1%	21
O=C(CCCn1c(SCC(=O)c2ccc(F)cc2)nc2ccccc2c1=O)NCc1ccccc1	6%	-1.0%	-4%	-8%	4%	7	-11	0%	-4	5%	1
COc1cccc(C(=O)CSc2nnnn2C)c1	-6%	6.0%	-2%	?	24%	-9	-6	9%	4	1%	3
C=CCN(CC=C)S(=O)(=O)c1ccc(C(=O)Nc2nnc(CSC)o2)cc1	-2%	0.1%	?	4%	10%	1	-10	1%	-10	4%	11
C/C(=N\NC(=O)c1nc2ccccn2c1C)c1ccc2c(c1)OCO2	2%	-0.7%	5%	?	6%	25	-1	1%	-2	0%	2
O=C(CN1CCCCCC1)Nc1ccc([N+](=O)[O-])cc1Cl	-4%	-0.1%	7%	5%	-4%[11.5 µM]	-5	-9	9%	1	-1%	0
Cc1ccc2c(c1)-c1c(cnn1CC(=O)Nc1ccccc1N1CCN(C)CC1)CO2	-4%	0.6%	-5%	?	14%	-24	-12	0%	25	-1%	-6
CCOc1cc(N2CCOCC2)c(OCC)cc1NC(=O)COC(=O)CCOc1cc(C)ccc1C	6%	0.3%	-9%	?	.	-13	-7	.	-3	7%	.
C/C=C/c1ccc(OC(C)=O)c(OC)c1	3%	-1.2%	-19%	5%	1%	9	35	.	5	-1%	1
COc1ccc2[nH]c(C)c(CCN3C(=O)C4C5C=CC(C5)C4C3=O)c2c1 (stereo unspecified)	-7%	0.0%	10%	-7%	-1%	16	-1	2%	10	4%	1
COc1ccc(F)cc1CN1CCN(C(=O)CCC(=O)Nc2nnc(C3CCCCC3)s2)CC1	-7%	0.1%	-8%	?	.	6	-25	-6%	2	1%	.
COc1ccc(O)c(/C=N/NC(=O)c2ccc(OCc3cccc(Br)c3)cc2)c1	-2%	-1.0%	-3%	-1%	0%	9	-9	2%	5	0%	1
Cc1ccc(C)c(/C=C(\C(=O)O)c2ccc(S(=O)(=O)N3CCCCC3)s2)c1	15%	0.1%	6%	7%	0%	-12	0	-3%	-4	1%	3
CCN(CC)S(=O)(=O)c1ccc(C)c(NC(=S)Nc2cccc(S(=O)(=O)N3CCCCCC3)c2)c1	-6%	?	3%	?	1%	9	15	1%	-25	-2%	0
O=C(/C=C/c1ccco1)NC(=S)Nc1ccccc1N1CCOCC1	12%	-0.6%	-4%	7%	15%	-4	-18	1%	-9	0%	-1
Cc1cccnc1NC(=O)CN1C(=O)NC(C)(c2ccc3ccccc3c2)C1=O (stereo unspecified)	-24%	0.4%	2%	-10%	.	-8	-5	.	-5	0%	.
CCC(Oc1ccc(Br)cc1)C(=O)N1CCN(c2ncccn2)CC1 (stereo unspecified)	1%	0.5%	-4%	?	1%	-5	-13	4%	1	-1%	.
COc1ccc(NS(=O)(=O)c2cc(NC(=O)CCSc3ccccc3)ccc2OC)cc1	-15%	0.0%	-5%	2%	14%	7	0	2%	2	1%	-2
CCOc1ccc(C(=O)NC(=S)Nc2cc(C)ccn2)cc1[N+](=O)[O-]	-4%	0.0%	4%	-3%	-5%	-17	-9	-3%	1	0%	1
COc1cc2c(cc1NC(=O)CSc1nnc(Cc3cccs3)n1C)oc1ccccc12	2%	-1.2%	8%	?	-2%	17	7	-4%	3	0%	0
CCc1ccc(OCC(=O)NNCC(=O)Nc2ccc(OC)cc2)cc1	-8%	-0.5%	-6%	-12%	.	-2	-13	.	-8	-2%	.
Cc1noc(C)c1CN1C(=O)NC(Cc2ccccc2)(Cc2ccccc2)C1=O	-21%	-0.2%	6%	-26%	5%	16	-16	2%	-3	-2%	-1
Cc1ccc(-c2nc3[nH]c(=O)cc(NC(=O)c4cccs4)n3n2)cc1	5%	-0.7%	-2%	10%	-24%	?	4	.	0	0%	5
COc1cccc(-c2nn(C)c3sc(C(=O)Nc4ccc5c(c4)OCCO5)cc23)c1	-6%	5.2%	3%	?	6%	-8	2	1%	5	4%	-6

Entries listed so far shown as hits in uPA surface inh:
compound	Eya2 phos inh	B2AR arrestin	uPA surface inh	Chronic BCR inh	PKM2 act	GALK inhibitor
O=Cc1cc(N=Nc2ccccc2Cl)ccc1O	7%	-0.1%	8.9µM*	?	1%	11%

Following part.
SMILES	Eya2 phos inh	B2AR arrestin	uPA surface inh	Chronic BCR inh	PKM2 act	Giardia kill	KCNH2 3.1 inh	GALK inhibitor	hERG WT inh	USP2a block	Coupling enz
Nc1cccc(NC(=O)c2ccco2)c1	6%	0.1%	2%	-14%	-1%	-4	9	-5%	-4	0%	4
COC(=O)C(OC(=O)c1ccc(OC)cc1)C(=O)OC	-17%	-0.1%	.	?	1%	-11	-1	1%	-8	-2%	2
CCOc1ccc(CN(Cc2ccco2)S(=O)(=O)c2ccc(-n3cnnn3)c(OC)c2)cc1	-27%	0.0%	.	15%	2%	5	-39	-1%	16	0%	-5
CCCc1cc(-c2n[nH]c(=S)n2-c2cccc(C)c2)cs1	1%	0.2%	2%	-8%	3%	8	16	-3%	3	-4%	3
COc1ccc(/C=C/c2nc(C)c(-c3ccccc3)c(=O)[nH]2)cc1OC	-1%	-0.5%	7%	3%	-7%	-3	-12	1%	-2	0%	1
Cc1noc(C)c1C(=O)OCC(=O)NCc1ccc(Cl)cc1	-21%	-0.5%	-3%	6%	.	-27	-2	.	-23	-7%	.
Cc1nn(C)c(C(=O)Nc2cccc(CN3CCOCC3)c2)c1Br	-3%	-1.3%	4%	-9%	-9%	-16	12	2%	-1	3%	-1
CCN1CCN(Cc2ccc(OCc3ccccc3)c(OC)c2)CC1	-1%	-0.5%	-3%	0%	-2%	9	11	-1%	-7	0%	6
Cc1cc([N+](=O)[O-])nn1CCCC(=O)Nc1cc(Cl)ccc1Cl	3%	0.0%	0%	-6%	0%	-20	-20	-1%	0	-2%	1
O=C(Cc1ccc(Cl)cc1)Nc1cccnc1	7%	3.2%	?	-4%	-2%[11.5 µM]	-10	29	-7%	5	1%	0
CN(C)C(C)(C)C#CC(O)(c1ccccc1)c1ccccc1	-3%	0.0%	-82%	?	-2%	-9	4	-1%	-1	9%	2
